Bioassay records as filed in PubChem BioAssay.
Salmonella PhoP GFP – Inhibition of PhoP regulon, Salmonella typhi GFP reporter cells, confirmation, 4 h (AID 1850). hit rate 0.33% among 310,000. Salmonella Typhi PhoP-promoter GFP reporter, fluorescence, 4 h; higher % means a stronger effect. one-dose inhibition, % at 50 µM; IC50 in µM for titrated hits; in the data active means a potency from the dose series; inconclusive means inhibition mostly from about 25% at the one dose, without a potency; inactive means the rest, 99 in 100 with inhibition below about 19%;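 further: 0% = induced wells with vehicle and 100% = uninduced wells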
H37Rv inhibition – M. tuberculosis growth inhibition, HTS (AID 449762) | hit rate 0.59% among 330,000 | inhibition, % at 25 µM, or IC50 in µM where a hit was titrated | M. tuberculosis H37Rv growth inhibition, 7H9 media; higher % means a stronger effect; in the data active means a potency from the dose series; inconclusive means inhibition above about 70% without an active follow-up result;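 further: bacterial growth assessed after seven days of incubation; strong numbers were not always called active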
tuberculosis growth – growth inhibition of non-replicating M. tuberculosis (AID 488890); Mycobacterium tuberculosis non-replicating, growth inhibition; higher % means a stronger effect; inhibition, % at 25 µM, or IC50 in µM where a hit was titrated; hit rate 0.39% among 320,000; in the data active means a potency from the dose series; inconclusive means inhibition mostly from about 82% at the one dose, without a potency; inactive means the rest, 99 in 100 with inhibition below about 76%;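 further: plate controls were DMSO cells for no effect and high antibiotic wells for full effect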
inhibitors of VEEV – inhibitors of VEEV TC-83 cytopathic effect, confirmation, Vero cells (AID 588727). one-dose inhibition, % at 20 µM; IC50 in µM for titrated hits. Vero cells, VEEV TC-83 cytopathic effect inhibition; higher % means a stronger effect. hit rate 0.13% among 350,000; in the data active means a potency from the dose series; inconclusive means inhibition mostly from about 14% at the one dose, without a potency; inactive means the rest, 99 in 100 with inhibition below about 12%; further: strong numbers were not always called active
H1N1 NS1A inhibition – H1N1 influenza NS1A inhibitors, functional cell based assay (AID 504329) | hit rate 0.3% among 340,000 | one-dose inhibition, % at 12.5 µM; IC50 in µM for titrated hits | NS1A functional cell-based assay, percent inhibition; higher % means a stronger effect; in the data active means a potency from the dose series; inconclusive means inhibition above about 27% without an active follow-up result; further: strong numbers were not always called active
inhibitors of VEEV 10K pilot screen – further read-out of inhibitors of VEEV, marked with its call; inhibition, %; measured here: 10K pilot screen inhibition
* = called active by the depositor; i = inactive; ? = inconclusive; . = not tested or not shown.

The first 13 entries as a preview:
SMILES | Salmonella PhoP GFP | H37Rv inhibition | tuberculosis growth | inhibitors of VEEV | H1N1 NS1A inhibition | others
CC(C)c1ccc(NC(=O)NC2CC3CCC(C2)N3Cc2cccs2)cc1 (stereo unspecified) | 7% | -3% | 23% | 0.6% | 2%
Cc1ccc(-c2noc(C3CCCCC3)n2)cc1 | -6% | -6% | -1% | 4.0% | -18%
CC(Sc1nnc(-c2cccs2)n1N)C(=O)NCC1CCCO1 (stereo unspecified) | 8% | -3% | -17% | i | -6%
CCCCc1ccc(-c2csc(/C(C#N)=C/c3ccco3)n2)cc1 | 9% | 4% | 28% | 1.3% | -1%
Cc1c(Cl)cccc1NC(=O)COC(=O)CCc1nc2ccccc2n1-c1ccccc1 | -7% | -1% | -6% | i | -4%
CC(=O)Nc1ccc(NC(=O)Cn2c(CC(=O)N3CCCC3)nc3ccccc32)cc1 | 0% | -7% | 2% | 1.5% | -7%
CC(C)c1ccc(NC2(C#N)C(=O)Nc3ccccc32)cc1 (stereo unspecified) | 3% | 53% | ? | 3.2% | 2%
CCO/C(C)=C1\C(=O)N(CC)c2ccccc21 | -12% | -8% | 10% | 0.7% | -5%
CC(=O)C1C(c2ccco2)c2c(noc2C)CC1(C)O (stereo unspecified) | 12% | -8% | -5% | 1.3% | 0%
CC(NCC1(N2CCOCC2)CCCCC1)C(=O)N1CCc2ccccc21 (stereo unspecified) | -5% | -1% | 16% | 5.0% | 8%
Cc1nn2cc(-c3cccc(Cl)c3)cnc2c1Cl | 13% | -1% | 12% | 0.8% | -8%
CCOc1ccccc1CN1CCN(Cc2cc(=O)c3ccccc3[nH]2)CC1CCO (stereo unspecified) | -4% | 2% | 2% | 2.2% | -1%
Cc1ccc(N(C(=O)Nc2ccccc2)C2=NCC(C)S2)cc1 (stereo unspecified) | 11% | -19% | 32% | 0.1% | -7%

The whole of this part (from the top)
SMILES | Salmonella PhoP GFP | H37Rv inhibition | tuberculosis growth | inhibitors of VEEV | H1N1 NS1A inhibition | others
CC(C)c1ccc(NC(=O)NC2CC3CCC(C2)N3Cc2cccs2)cc1 (stereo unspecified) | 7% | -3% | 23% | 0.6% | 2%
Cc1ccc(-c2noc(C3CCCCC3)n2)cc1 | -6% | -6% | -1% | 4.0% | -18%
CC(Sc1nnc(-c2cccs2)n1N)C(=O)NCC1CCCO1 (stereo unspecified) | 8% | -3% | -17% | i | -6%
CCCCc1ccc(-c2csc(/C(C#N)=C/c3ccco3)n2)cc1 | 9% | 4% | 28% | 1.3% | -1%
Cc1c(Cl)cccc1NC(=O)COC(=O)CCc1nc2ccccc2n1-c1ccccc1 | -7% | -1% | -6% | i | -4%
CC(=O)Nc1ccc(NC(=O)Cn2c(CC(=O)N3CCCC3)nc3ccccc32)cc1 | 0% | -7% | 2% | 1.5% | -7%
CC(C)c1ccc(NC2(C#N)C(=O)Nc3ccccc32)cc1 (stereo unspecified) | 3% | 53% | ? | 3.2% | 2%
CCO/C(C)=C1\C(=O)N(CC)c2ccccc21 | -12% | -8% | 10% | 0.7% | -5%
CC(=O)C1C(c2ccco2)c2c(noc2C)CC1(C)O (stereo unspecified) | 12% | -8% | -5% | 1.3% | 0%
CC(NCC1(N2CCOCC2)CCCCC1)C(=O)N1CCc2ccccc21 (stereo unspecified) | -5% | -1% | 16% | 5.0% | 8%
Cc1nn2cc(-c3cccc(Cl)c3)cnc2c1Cl | 13% | -1% | 12% | 0.8% | -8%
CCOc1ccccc1CN1CCN(Cc2cc(=O)c3ccccc3[nH]2)CC1CCO (stereo unspecified) | -4% | 2% | 2% | 2.2% | -1%
Cc1ccc(N(C(=O)Nc2ccccc2)C2=NCC(C)S2)cc1 (stereo unspecified) | 11% | -19% | 32% | 0.1% | -7%
Cc1cccc(NC(=O)CC2SC(=NC3CCCCC3)NC2=O)c1 (stereo unspecified) | 7% | -7% | 23% | 8.0% | -1%
Cc1cc(CNC(=O)c2ccc(C)c([N+](=O)[O-])c2)c2ccccc2n1 | 6% | -10% | 7% | i | 10%
Cc1onc(-c2c(F)cccc2Cl)c1C(=O)Nc1cc(S(=O)(=O)N2CCCCC2)ccc1O | . | . | . | 1.2% | 2%
COc1ccccc1NC(=O)c1ccccc1NS(=O)(=O)c1cccs1 | 3% | 6% | 34% | i | 3%
COc1ccccc1N1CCN(CCc2c[nH]c3cc4c(cc23)OCO4)CC1 | . | . | . | 1.2% | 29%
Cc1nn(Cc2ccc(Cl)c(Cl)c2)c(C)c1NC(=O)c1cc(CC(C)C)on1 | 2% | -6% | . | 4.7% | 7%
O=C(Nc1nnc(CCc2ccccc2)s1)C1CCCO1 (stereo unspecified) | -8% | 2% | -5% | i | -1%
O=C(N[C@H](C(=O)O)c1ccccc1)C1CCC(Cn2cnc3ccccc3c2=O)CC1 (stereo partly specified) | 15% | -6% | 12% | i | -6%
CC1CCCN(S(=O)(=O)c2ccc(C(=O)Nc3nnc(-c4ccncc4)o3)cc2)C1 (stereo unspecified) | 7% | 46% | 26% | 13% | 1%
COc1cccc(/C=N/NC(=O)c2cc3c(OC)ccc(OC)c3[nH]2)c1O | 8% | 4% | 58% | 12% | 11%
COC(=O)c1ccc(-n2c(C)cc(C(=O)CSc3ccc(NC(C)=O)cc3)c2C)cc1 | 2% | 16% | 10% | 9.6% | -1%
C=CCN1CCN(C(=O)c2oc3ccccc3c2C)CC1 | 5% | 4% | 0% | 0.4% | 0%
O=c1c(O)c(-c2cccs2)oc2ccccc12 | -23% | 12µM* | ? | i | -14%
CCOC(=O)c1c(/N=C/c2cc(C)ccc2O)sc2c1CCN(C)C2 | 2% | -5% | 2% | 1.2% | 11%
CCCCNC(=O)CSc1nc2ccc(Nc3nc(N4CCOCC4)nc(N4CCOCC4)n3)cc2s1 | 0% | 2% | 19% | 8.2% | -9%
CN(C)CCCOc1ccc(Cl)cc1Br | 8% | . | . | i | -4%
Cn1cccc1C(=O)NCCc1ccc(Cl)cc1 | -15% | 5% | 4% | 6.7% | -2%
CCC(CC)CN1C(Nc2ccccc2)=NC[C@@H]1C | -2% | -4% | 7% | 0.2% | -9%
C=CCn1c(CCNC(=O)c2ccccc2F)nnc1SCC(=O)Nc1ccccc1F | -3% | -26% | -13% | 0.2% | 3%
O=C(CNC(=O)c1ccc(Cl)cc1Cl)NCCCn1ccnc1 | -1% | 0% | -8% | 0.8% | -17%
CSc1ncccc1C(=O)N1CCCC(Nc2ccc(C)c(C)c2)C1 (stereo unspecified) | -5% | 3% | -4% | i | 10%
Cc1cccc(NC(=O)Cn2c(=O)n(Cc3ccccc3)c(=O)c3c(C)c(C)sc32)c1 | 3% | 10% | -5% | 1.0% | -3%
CCN(CC)CCN1C(=O)c2oc3ccccc3c(=O)c2C1c1ccc(C)cc1 (stereo unspecified) | -10% | 7% | 4% | 0.3% | 2%
COc1cc(CCC(=O)Nc2cnc3ccccc3c2)cc(OC)c1OC | -8% | 3% | 10% | 1.1% | -1%
COC(=O)c1sc2nc(C)c([N+](=O)[O-])c(C)c2c1N | -4% | -4% | 6% | 0.6% | -17% | inhibitors of VEEV 10K pilot screen=0.7
CC(C)(C)C(=O)Nc1nnc(-c2ccncc2)o1 | 11% | 8% | . | i | 3%
COc1ccc(S(=O)(=O)N2CCN(C(=O)c3c(C)nn(-c4ccccc4)c3Cl)CC2)cc1 | -2% | -3% | 2% | 8.6% | 1%
CC1CCCCN1C(=O)CSc1nnc(Cc2ccccc2)n1C (stereo unspecified) | -7% | -4% | -1% | 0.8% | -1%
CC(C)c1ccc(N2C(=O)CSC23C(=O)N2CCCc4cccc3c42)cc1 (stereo unspecified) | 4% | -3% | -4% | i | 4%
Cc1ccc(S(=O)(=O)n2nccc2-c2c(-c3ccccc3)noc2C)cc1 | -6% | 13% | 11% | 3.0% | .
CCCCCCC1CC(/C(C)=N\NC(N)=O)OC1=O (stereo unspecified) | -16% | -8% | 63% | 1.6% | -3%
Cc1ccc(S(=O)(=O)Oc2ccccc2N2C(=O)C3CC=CCC3C2=O)cc1 (stereo unspecified) | 13% | 0% | 22% | i | -2%
O=C1c2cccc3cc(Br)cc(c23)C(=O)N1Nc1ccc(Br)cc1 | -7% | 3% | -27% | 0.2% | 3%
O=C(Nc1ccc(Cl)c(S(=O)(=O)N2CCOCC2)c1)C1=NN(c2ccccc2)C(=O)CC1 | . | -3% | 8% | 5.1% | -23%
CCn1c(SCC(=O)Nc2cc(C)on2)nnc1-c1ccco1 | -7% | 0% | 0% | 4.5% | -1% | inhibitors of VEEV 10K pilot screen=0.3
CCN(c1ccccc1)S(=O)(=O)c1cccc(C(=O)NCc2cccnc2)c1 | 4% | -15% | -13% | i | 1%
COc1ccc(/C=C(\C#N)C(=O)NCCCn2ccnc2)cc1 | 17% | 4% | 46% | 1.7% | -2%
O=C(/C=C/c1cccc(F)c1)c1ccc(N2CCOCC2)cc1 | 6% | 4% | 37% | i | 25%
Cc1ccc(S(=O)(=O)NCC(=O)OCC(=O)NCc2ccc(F)cc2)cc1 | 5% | 2% | -5% | 1.0% | 6%
CCOc1ccc([C@@H]2CC=C(C(=O)O)[C@H](c3ccc(Cl)cc3)N2S(=O)(=O)c2ccc(C)cc2)cc1 | 7% | -1% | 14% | 2.9% | 11%
COc1cccc(C(=O)NN2CC(O)=C(c3nc(C)cs3)C2=N)c1 | 0% | 5% | -11% | 0.8% | -17%
COc1cccc2c1C(=O)c1c(O)c3c(c(O)c1C2=O)C[C@](O)(C(C)=O)C[C@H]3O[C@@H]1C[C@@H](N)[C@@H](O)[C@@H](C)O1 | -85% | ? | ? | i | 25%
C[C@@H](C(=O)NCc1ccccc1)[C@@H]1C[C@@]1(C)[C@@H](NC(=O)OCc1ccccc1)c1ccccc1 | -10% | 9% | 31% | 1.1% | -10%
COc1ccc(C(=O)Nc2ccc(C(=O)N3CCOCC3)cc2)cc1OC | 6% | 4% | -12% | 0.5% | 9%
CCOCCCn1c(SCC(=O)Nc2cc(OC)ccc2OC)nc2ccccc2c1=O | 2% | 10% | 21% | 4.4% | -3%
CC(=O)Nc1ccc(C(=O)N(C)C(C(=O)Nc2ccc(C)cc2)c2ccccn2)cc1 (stereo unspecified) | 14% | 0% | -24% | 0.1% | 2%
COc1ccc(C(C(=O)Nc2ccc(C(C)C)cc2)N(Cc2ccco2)C(=O)CC2NC(=O)NC2=O)cc1 (stereo unspecified) | 25% | ? | 39% | 6.4% | 9%
Additional results
SMILES | Salmonella PhoP GFP | H37Rv inhibition | tuberculosis growth | inhibitors of VEEV | H1N1 NS1A inhibition | others
COc1ccc(Cn2nnnc2C(c2ccccc2Cl)N2CCN(C3CCCC3)CC2)cc1 (stereo unspecified) | . | . | . | 1.4% | 9%
COc1ccc(CC(=O)N2CC3(C)CC2CC(C)(C)C3)cc1 (stereo unspecified) | -4% | 4% | -5% | 0.3% | -2%
CCn1cc(C(=O)NCC(C)C)c(=O)c2cc(F)c(N3CCN(C(=O)c4ccco4)CC3)cc21 | 1% | 1% | 10% | 8.6% | -2%
Cc1cc(OCC(=O)Nc2ccncc2)c(C)cc1Br | 4% | 6% | 68% | 2.3% | 23%
CCCC(=O)NCc1ccccc1Cl | 12% | 4% | 67% | i | -3%
COc1ccccc1CC(=O)Nc1ccc([N+](=O)[O-])cc1O | 2% | 2% | 22% | 0.1% | 3%
CCc1ccc(OCC(=O)OC(C)C(=O)Nc2ccc(Cl)cn2)cc1 (stereo unspecified) | . | 11% | ? | i | 16%
Cc1c(C(=O)N2CCN(c3ccccc3)CC2)oc2c(F)cccc12 | -1% | 13% | 8% | 0.0% | 5%
COc1cc(CNCCSc2nnnn2C)cc(Br)c1OCc1ccccc1F | 1% | -9% | 9% | i | -5%
